V-ATPase pH: regulators of yeast V-ATPase proton transport; S. cerevisiae, pHLuorin cytosolic pH fluorescence; response, % at 10 µM; 350,000 tested, 0.37% active; AID 504577; in the data active = response mostly above about 7.3%, no sharp cut-off; inactive = mostly below about 5.4%; note: actives read high; inactives centre near 0; some compounds called inactive have numbers as strong as hits; reference of the scale not given here
NSD2 HMT inh: blocks human histone methyltransferase NSD2 | 310,000 tested, 0.54% active | inhibition, % at 12.5 µM | NSD2 peptide methylation, AlphaScreen, 120 min | O96028; in the data active = inhibition above about 50%
CDK5 p35 inh: inhibitors of human CDK5/p35 kinase; Recombinant CDK5/p35, ADP-Glo luminescence, 60 min; inhibition, % at 10 µM; Q00535+Q15078; 330,000 tested, 0.01% active;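 active = highest replicate inhibition of at least 50% and at least 75% of replicates reaching 50%; inconclusive = only one of the two criteria met; inactive = both criteria failed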;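 note: plate controls were DMSO neutral control for no effect and GW8510 at 10 µM for full effect; many of its hits are not listed in these tables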
dFosB activator: enhances mouse delta FosB homodimer DNA binding. purified delta FosB, TAMRA-CDK5 oligo fluorescence polarization; percent of positive-control signal above neutral wells. activation, % at 25 µM. 340,000 tested, 0.99% active. AID 493131;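 active = mean activation above about 17%, with every replicate also reaching it, limit read from the data, passing the limit was not always enough; inconclusive = only one of the two conditions met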;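 note: fluorescence polarization rise as delta FosB binds a TAMRA Cdk5 AP-1 oligo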
Target sequence (P13346 whole entry, looked up): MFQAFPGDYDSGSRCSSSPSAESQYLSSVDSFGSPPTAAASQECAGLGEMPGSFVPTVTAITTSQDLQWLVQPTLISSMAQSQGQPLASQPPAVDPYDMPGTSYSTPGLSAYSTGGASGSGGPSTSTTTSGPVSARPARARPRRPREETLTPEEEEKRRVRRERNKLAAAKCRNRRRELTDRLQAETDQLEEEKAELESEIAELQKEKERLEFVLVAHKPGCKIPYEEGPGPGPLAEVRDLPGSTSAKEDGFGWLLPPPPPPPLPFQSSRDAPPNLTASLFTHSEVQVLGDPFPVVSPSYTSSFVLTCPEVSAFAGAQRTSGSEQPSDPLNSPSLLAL
HTR5A inv ag: HTR5A inverse agonism, opioid heterodimer counter-screen. HTR5A cell line, luminescence. AID 504634. P47898. inhibition, % at 9.3 µM. 340,000 tested, 0.083% active; in the data active = inhibition mostly above about 23%, no sharp cut-off; inactive = mostly below about 18%;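 note: 0% = cells with DMSO and 100% = no-cell wells with DMSO; some compounds called inactive have numbers as strong as hits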
Target sequence (P47898 whole entry, looked up): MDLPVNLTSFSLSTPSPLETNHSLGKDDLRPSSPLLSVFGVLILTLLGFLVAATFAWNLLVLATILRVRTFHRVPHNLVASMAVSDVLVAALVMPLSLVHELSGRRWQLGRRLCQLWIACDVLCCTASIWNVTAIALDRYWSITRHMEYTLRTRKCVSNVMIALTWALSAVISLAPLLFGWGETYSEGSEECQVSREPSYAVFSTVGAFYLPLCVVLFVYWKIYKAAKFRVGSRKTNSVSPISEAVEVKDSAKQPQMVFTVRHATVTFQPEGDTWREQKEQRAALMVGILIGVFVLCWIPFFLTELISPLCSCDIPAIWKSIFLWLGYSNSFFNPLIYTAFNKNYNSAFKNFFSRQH
HTR5A ag: counter-screen for OPRM1-OPRD1 agonists: human HTR5A agonism. P47898. 340,000 tested, 0.61% active. HTR5A agonist assay, luminescence, cell-based. activation, % at 9.3 µM; in the data active = activation mostly above about 9.5%, no sharp cut-off; inactive = mostly below about 7.6%;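 note: 0% = cells with vehicle only and 100% = reference agonist; strong numbers were not always called active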
SR-BI DiI inh: blocks mouse SR-BI lipid uptake from DiI-HDL; inhibition, % at 12.5 µM; AID 488896; 320,000 tested, 0.96% active; ldlA[mSR-BI] CHO cells, DiI-HDL uptake fluorescence, 3 h;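 active = mean replicate inhibition of at least 70% and a set share of replicates each scoring 70 or more; inconclusive = meets just one of the two criteria; inactive = fails both criteria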;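 note: 0% = median of neutral control wells and 100% = median of positive control wells; values of inactives mirror those of a sister screen read the other way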
PvdQ acylase: P. aeruginosa PvdQ acylase inhibition; 340,000 tested, 0.063% active; inhibition, % at 10 µM; purified PvdQ acylase, fluorescence plate reader; in the data active = inhibition above about 30%, passing the limit was not always enough; inconclusive = no clear call, values can overlap the other calls;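 note: 0% = vehicle neutral wells and 100% = reference inhibitor wells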
Wnt act: activators of Wnt/beta-catenin signaling. Wnt/beta-catenin reporter cell assay, activator, plate reader. activation, % at 9.35 µM. 300,000 tested, 1.2% active; in the data active = activation above about 30%, passing the limit was not always enough; inconclusive = no clear call, values can overlap the other calls;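 note: 0% = neutral control wells and 100% = positive control wells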
MITF TRPM1 HTS: MITF TRPM1 promoter activation in melanoma cells; activation, % at 12.5 µM; SK-MEL-5 TRPM1-promoter luciferase, 24 h; % of positive control, neutral wells = 0; 300,000 tested, 0.75% active; AID 588334;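 active = mean activation of at least 80% with every replicate also reaching 80%; inconclusive = mean reaches 80% but some replicate falls short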;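 note: 0% = neutral control wells and 100% = parthenolide positive control wells; values of inactives mirror those of a sister screen read the other way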
Numbers without * were called inactive; ? = inconclusive; . = not tested or not shown.

compound	SR-BI DiI inh	HTR5A inv ag	Wnt act	MITF TRPM1 HTS	V-ATPase pH	CDK5 p35 inh	dFosB activator	NSD2 HMT inh	PvdQ acylase	HTR5A ag
CCOC(=O)CCSc1nc(C)c2cc(C)ccc2n1	-21	19	9	?	-5	-0.4	-7	4	7	-1
NC(=O)CC(NC(=O)c1ccccc1)c1ccc(NCCOc2ccccc2)c([N+](=O)[O-])c1 (centres undefined)	-2	-8	-4	6	0	-2.1	26*	.	-2	-1
Fc1ccc(-c2nnc(Cc3nnc(-c4ccc(F)cc4)o3)o2)cc1	-22	-28	.	-3	-1	0.0	-5	.	-4	-1
Cc1ccc(NC(=O)OCCNC(=O)c2ccncc2)cc1	-12	6	5	22	8	-2.6	-6	-2	-13	-2
O=C1NC(=S)NC1=Cc1ccccc1O	9	23	-7	4	-5	12	1	3	-12	-6
CC(C)COc1ccc(-c2nnn(CC(=O)N3CCCC3)n2)cc1	-7	-1	.	29	0	0.0	4	.	-1	0
CSc1nc2ccc(NC(=O)c3c(-c4ccccc4)noc3C)cc2s1	33	-18	1	9	-8	0.1	-3	1	-4	2
Cc1ccc(C(=O)NNC(=O)CSc2nnc3c(n2)[nH]c2ccc(F)cc23)cc1	-10	11	-3	.	-3	1.5	-1	1	-12	-4
COc1ccccc1CNC(=O)COC(=O)c1ccco1	-6	-28	-1	3	2	0.7	-2	-2	11	0
CCCCn1nc2cc(C(=O)NCc3ccccc3)ccc2c1OCC	28	6	-5	-4	5	-0.5	-4	.	-14	-2
O=C(O)c1cc(-c2cccc3ccccc23)nc2ccccc12	.	-7	1	-3	0	0.3	-2	0	-14	1
Nc1ccc(NC(=O)c2cccs2)c(Cl)c1	-7	-8	8	48	2	-2.0	-4	-2	3	-3
CCn1ncc(/C=C/C(=O)C2CC2)c1C	6	0	1	11	-1	-3.0	-4	-1	-15	11
COc1ccc(S(=O)(=O)Nc2ccc(Cl)cn2)cc1	26	-6	-2	-9	-3	1.2	1	-1	-15	3
O=S(=O)(NCCc1csc(-c2cccnc2)n1)c1ccc(F)cc1	7	1	0	4	0	0.2	-4	-1	-3	0
Cc1c(C)n(Cc2ccccc2)c2ccc(C(=O)NCCN3CCOCC3)cc12	28	-12	-4	0	0	0.2	-7	9	-10	0
COc1ccc(NC(=O)CNc2cc(S(=O)(=O)N3CCOCC3)ccc2N2CCOCC2)c(OC)c1	-32	1	0	0	-1	0.1	-6	-2	-23	6
Cc1cccc(C(=O)NCC(=O)NC2CCN(Cc3ccccc3)CC2)c1	-6	8	1	15	6	-2.4	-6	-3	-10	1
Oc1ccc(-c2nc3ccccc3s2)c(O)c1	.	-4	58*	56	-4	2.7	3	-3	-3	-2
CS(=O)(=O)Nc1ccc(C(=O)NCc2ccc3c(c2)OCO3)cc1	-15	1	-4	-5	-1	-1.8	-2	6	8	1
COC(=O)c1[nH]c2ccc(C)cc2c1NC(=O)CCN1CCN(Cc2ccc3c(c2)OCO3)CC1	-3	0	.	-16	2	-0.6	-8	8	-11	-1
CN(C)CCCN(C(=O)c1ccc(S(=O)(=O)N2CCc3ccccc32)cc1)c1nc2c(Cl)cccc2s1	-25	2	-1	-57	-5	1.4	10	0	1	2
O=C1CCCC/C1=C\Nc1ccccc1C(=O)O	-19	9	.	-4	-4	0.2	-9	7	-2	-3
O=C(c1ccccc1)n1nnc2ccccc21	10	4	.	-9	3	-0.1	-3	-1	-7	1
O=C(NCc1ccccc1)C1=C[C@H](c2ccc(Br)cc2)C[C@H](OCc2ccc(CO)cc2)O1	1	-11	-5	-6	2	-1.9	2	.	-25	7
CC(=O)c1ccc(N2CCN(C(=O)CN(C)S(=O)(=O)c3cnc[nH]3)CC2)cc1	-23	-39	1	18	-2	0.0	0	-3	2	7
COc1ccccc1Nc1nc(-c2cccs2)cs1	57	-9	22	62	2	-0.8	-5	1	7	4
O=C(OCCNc1ccc(C(F)(F)F)cc1[N+](=O)[O-])c1cc2ccccc2oc1=O	-12	10	-1	.	1	-0.3	5	1	-15	-3
Cc1sc(-n2cccc2)c(C(=O)O)c1C	-9	-11	-4	7	6	1.1	-6	0	10	2
NC(=O)C1(NC(=O)[C@@H]2CC3(CC(c4cccc(NC(=O)[C@@H]5CCC(=O)N5)c4)=NO3)CN2C(=O)Cc2ccc(Cl)cc2)CC1 (some centres undefined)	-1	-13	2	-1	0	-0.2	-11	.	-10	5
Cc1ccccc1NC(=O)c1sc(Cl)nc1C	-13	-2	-2	4	0	0.3	-3	30	-6	5
COCC(=O)Nc1ccccc1Br	-31	-6	-1	-10	-3	0.7	6	.	15	-3
N#C/C(=C\c1ccc(O)c(O)c1)C(=O)N1CCCC1	-10	19	-3	-7	-6	-1.1	0	10	-11	1
O=C(CSc1nccn1Cc1ccccc1)Nc1ccccc1	-5	-14	1	15	1	-2.2	-8	11	-17	0
CC(=O)Nc1ccc(N=Cc2ccc(OCc3ccccc3)cc2)cc1	-28	6	.	70	-5	1.2	0	0	3	0
CC(C)C[C@@H](CNCC(=O)[C@H](CC(C)C)NC(=O)c1[nH]cnc1C(=O)N[C@@H](C)CN)NC(=O)c1nc[nH]c1C(=O)N[C@@H](CC(=O)O)C(=O)O	22	7	-3	-1	-1	1.8	-2	.	-14	-2
CC(C)(C)NC(=O)NC(=O)COC(=O)c1cccc(NS(=O)(=O)c2ccc(F)c(F)c2)c1	23	-12	3	-15	3	1.2	-2	0	1	6
O=C(c1ccco1)N1CCN(c2ncnc3scc(-c4ccccc4)c23)CC1	19	13	-2	1	3	-0.4	-14	3	-6	-1
COC(=O)c1ccc(COc2ccc3c4c(c(=O)oc3c2)CCC4)o1	-13	0	0	.	-1	-2.6	5	1	-9	3
CC(=O)Nc1cccc(NC(=O)CSc2nc(=O)n(CCN3CCOCC3)c3c2CCCC3)c1	-2	12	-3	-8	2	0.9	-2	3	-9	0
Cc1cc(C(=O)NCCN2C(=O)S/C(=C\c3cccs3)C2=O)ccc1[N+](=O)[O-]	-6	0	.	10	.	0.8	-2	0	7	1
Cc1ccc(OCC(=O)N(Cc2nnc(-c3ccccc3Cl)o2)C2CC2)cc1C	3	29	5	2	0	-1.4	-7	-2	-17	-12
Cc1csc(=O)n1CC(=O)OCC(=O)Nc1ccc(C(N)=O)cc1	-19	-9	-2	1	-1	-1.5	-4	1	-9	3
CCOc1ccc(S(=O)(=O)n2cnc3cc(C)c(C)cc32)cc1	-18	-16	1	-7	-2	-2.6	-6	.	0	1
CCN(CC)CCNCC1C(=O)O[C@@H]2C[C@@]3(C)CCC[C@H](C)C3=C[C@H]12 (some centres undefined)	-4	-10	0	-27	0	0.0	0	16	2	3
COC(=O)[C@]1(C)N[C@H](CN(C)C(=O)Nc2ccc(OC)cc2)[C@@H]2C(=O)N(Cc3ccccc3)C(=O)[C@@H]21	-26	-14	1	4	0	-1.4	3	.	-14	4
Cn1cccc1/C=C1\SC(=S)N(NC(=O)c2cccc(Cl)c2)C1=O	2	-11	-2	12	-1	0.7	2	12	-3	-3
COc1ccc(S(=O)(=O)N2CCCCC2)cc1NC(=O)CNc1ccccc1C(C)=O	9	-12	0	-10	3	-0.7	7	2	23	5
CCCn1c(NC(=O)c2cccc(S(=O)(=O)N3CCCC3)c2)nc2ccccc21	63	-1	-15	-51	2	33	-11	-1	8	1
Cc1oc(C(=O)O)cc1COc1ccc2c3c(c(=O)oc2c1)CCC3	13	8	4	-6	-2	-4.7	-4	10	-15	-3

More compounds.
compound	SR-BI DiI inh	HTR5A inv ag	Wnt act	MITF TRPM1 HTS	V-ATPase pH	CDK5 p35 inh	dFosB activator	NSD2 HMT inh	PvdQ acylase	HTR5A ag
COC(=O)Nc1ccccc1C(=O)N1CCN(c2ccc(C)cc2)CC1	1	-8	-4	-1	1	-0.9	0	1	-27	3
COc1ccc(C2(c3ccc(OC)cc3)NC(=O)N(CC(=O)Nc3ccc(C(N)=O)cc3)C2=O)cc1	2	4	-2	-7	2	-0.2	-6	-2	-5	-1
NC(=O)C(c1ccccc1)c1ncc(C(F)(F)F)cc1Cl (centres undefined)	.	-7	-2	.	-1	0.0	-3	6	1	2
COc1ccccc1CNS(=O)(=O)CCNCc1ccco1	0	-10	0	14	-3	0.3	2	.	-1	3
CCc1cc(C(=O)Cc2ccc(F)cc2)c(O)cc1O	-6	4	2	-3	2	2.3	-13	0	3	1
CCC(C)NC(=O)C(Cc1ccccc1)n1cccc1 (centres undefined)	-2	-7	1	.	5	-0.6	0	.	0	5
CC(=O)c1ccc(N2Cc3ccccc3C3(CCOCC3)C2=N)cc1	.	-17	-4	10	-1	-13	1	0	-17	0
NC(=O)c1cc([N+](=O)[O-])ccc1NCc1ccc(O)cc1	-22	-17	10	20	5	7.2	7	.	-10	-4
Cc1cc(NC(=O)CN2C(=O)NC(CCc3ccccc3)C2=O)no1 (centres undefined)	-3	-33	-2	-7	-1	0.5	-7	-1	-9	-2
CCCc1ccc(C2=Nn3c(nnc3C(C)C)SC2)cc1	16	-9	.	-9	-4	1.3	-15	17	6	3
Cc1ccc2nc(SC(C)C(=O)NC3CCCc4ccccc43)[nH]c2c1 (centres undefined)	12	19	.	0	-1	1.0	-9	0	-3	-1
Cc1sc(NC(=O)CN2CCCC2)nc1-c1ccc2c(c1)CCN2C(=O)c1ccc(F)cc1	.	-5	-3	-3	1	-1.2	-12	27	-15	2
COCCSc1nnc(NC(=O)C2CC(=O)N(c3ccccc3)C2)s1 (centres undefined)	-8	8	0	10	-1	-0.2	3	-5	-1	-3
Cc1cccc(-c2nc(CS(=O)CC(=O)NCCCSC3CCCCC3)c(C)o2)c1 (centres undefined)	18	-10	.	6	2	-2.5	-3	3	-18	4
CCn1c(=O)cc(SCC(=O)NCc2cccnc2)c2ccccc21	-16	7	.	9	3	-3.5	4	0	-12	-2
Cc1ccc(CNC(=O)C2CCCN(c3nc(C)cc(C)n3)C2)cc1 (centres undefined)	-30	9	0	-14	-4	-0.6	-9	1	-13	5
COCCCn1c(SCC(=O)Nc2ccc(C(=O)OC)cc2)nc2ccccc2c1=O	.	2	13	.	-3	-0.8	-15	-2	-14	-1
COc1ccc(C(=O)NC(=O)N2CCCCC2)cc1	.	-2	.	3	3	-0.5	3	0	2	3
O=C(c1ccc(Cl)c([N+](=O)[O-])c1)N(Cc1ccc(Cl)cc1)C1CCS(=O)(=O)C1 (centres undefined)	-6	-1	47*	-6	0	2.8	-8	-2	-20	0
CCn1nc(CC(=O)Nc2nnc(CC(=O)N3CCCCC3)s2)c2ccccc2c1=O	.	-9	.	-2	-2	-1.5	-7	0	5	0
COc1ccccc1N1CCN(C(=O)c2cc3n(n2)C(C(F)(F)F)CC(c2ccco2)N3)CC1 (centres undefined)	.	3	.	-6	-4	1.0	-5	7	-5	3
O=C(Cc1ccc(Cl)cc1)NNC(=O)C1CC=CCC1C(=O)O (centres undefined)	-6	-2	-2	-7	-4	1.1	-4	-2	-3	1

Screening data (PubChem)
